# Compound activity: PubChem BioAssay, several laboratories
# SRC3 inh = inhibits human SRC3 coactivator; HEK293 GAL4-SRC3 luciferase reporter, luminescence; inhibition, % at 3.6 µM; actives 0.17% (n = 360,000);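 active means inhibition above a per-campaign cutoff, the mean of all compounds plus 3 SD, cut at about 60% in these data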;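 further: 0% = DMSO-treated cells and 100% = gossypol-treated cells at 36 µM; higher means less SRC3-driven luciferase light from the GAL4 reporter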
# SRC1 inh = human NCOA1 inhibition; HEK293 GAL4-SRC1 luciferase reporter, luminescence; inhibition, % at 3.6 µM; actives 0.12% (n = 360,000);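 active means inhibition above the campaign mean plus 3 SD, with each screening campaign given its own cutoff, cut at about 60% in these data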;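 further: 0% = DMSO treated cells and 100% = gossypol at 36 µM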
# COUP-TFII inh = NR2F2 (human) inhibition, primary screen; inhibition, % at 8.6 µM; actives 0.7% (n = 370,000); P24468; AID 686940; HEK293T NGFI-A luciferase reporter, luminescence;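 active means inhibition above a per-plate cutoff, mean inhibition of test wells between control levels plus 3 SD, cut at about 38% in these data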;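 further: cells cotransfected with COUP-TFII expression vector driving the NGFI-A reporter; 0% = median of COUP-TF2 test wells and 100% = reporter-only cells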
# TROY NFkB inh = TROY signaling inhibition. Q293 LMP1-TROYcd NF-kB luciferase reporter, 4 h. inhibition, % at 10 µM. actives 0.98% (n = 360,000). AID 1347056;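 active means compounds whose plate-normalised and pattern-corrected inhibition of the luciferase reporter signal at the single screening dose is 50% or more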
# CF NFkB block = inhibitors of cystic fibrosis induced NF-kB; KKLEB NF-kB-GFP reporter, PAF-induced, GFP fluorescence overnight; inhibition, % at 5 µM; actives 0.86% (n = 360,000);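 active means at least 50% inhibition at 5 µM, scaled per plate between neutral and stimulator controls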;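 further: PAF is a Pseudomonas aeruginosa culture filtrate used as stimulus; plate controls were PAF-stimulated DMSO wells for no effect and unstimulated DMSO wells for full effect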
# KKLEB cytotox = CF airway cell cytotoxicity counter-screen | AID 602141 | actives 0.36% (n = 360,000) | activity change (cytotoxicity), % at 5 µM | KKLEB CF airway cells viability, ATPlite luminescence, overnight; hits give low values; cells stimulated with P. aeruginosa culture filtrate;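 active means corrected activity change at or below -50% at 5 µM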
# LRH-1 inv ag = inverse agonists of human LRH-1 (NR5A2). inhibition, % at 3.6 µM. HEK293T StAR-luciferase reporter, LRH-1 transfected, 24 h. AID 602396. O00482. actives 0.13% (n = 360,000);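 active means inhibition above the mean inhibition of all tested compounds plus 3 SD, cut at about 73% in these data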;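 further: 0% = DMSO wells and 100% = reporter-only cells lacking LRH-1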
# SRC2 inh = human SRC2 (NCOA2) inhibition. Q15596. HEK293 GAL4-SRC2 luciferase reporter, luminescence. inhibition, % at 9 µM. actives 0.17% (n = 370,000);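 active means inhibition above the mean inhibition of all tested compounds plus 3 SD, set per campaign, cut at about 52% in these data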;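 further: 0% = DMSO treated cells and 100% = cells given Gossypol at 36 µM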
# Target sequence (Q15596 whole entry, looked up, the tested form may be a part): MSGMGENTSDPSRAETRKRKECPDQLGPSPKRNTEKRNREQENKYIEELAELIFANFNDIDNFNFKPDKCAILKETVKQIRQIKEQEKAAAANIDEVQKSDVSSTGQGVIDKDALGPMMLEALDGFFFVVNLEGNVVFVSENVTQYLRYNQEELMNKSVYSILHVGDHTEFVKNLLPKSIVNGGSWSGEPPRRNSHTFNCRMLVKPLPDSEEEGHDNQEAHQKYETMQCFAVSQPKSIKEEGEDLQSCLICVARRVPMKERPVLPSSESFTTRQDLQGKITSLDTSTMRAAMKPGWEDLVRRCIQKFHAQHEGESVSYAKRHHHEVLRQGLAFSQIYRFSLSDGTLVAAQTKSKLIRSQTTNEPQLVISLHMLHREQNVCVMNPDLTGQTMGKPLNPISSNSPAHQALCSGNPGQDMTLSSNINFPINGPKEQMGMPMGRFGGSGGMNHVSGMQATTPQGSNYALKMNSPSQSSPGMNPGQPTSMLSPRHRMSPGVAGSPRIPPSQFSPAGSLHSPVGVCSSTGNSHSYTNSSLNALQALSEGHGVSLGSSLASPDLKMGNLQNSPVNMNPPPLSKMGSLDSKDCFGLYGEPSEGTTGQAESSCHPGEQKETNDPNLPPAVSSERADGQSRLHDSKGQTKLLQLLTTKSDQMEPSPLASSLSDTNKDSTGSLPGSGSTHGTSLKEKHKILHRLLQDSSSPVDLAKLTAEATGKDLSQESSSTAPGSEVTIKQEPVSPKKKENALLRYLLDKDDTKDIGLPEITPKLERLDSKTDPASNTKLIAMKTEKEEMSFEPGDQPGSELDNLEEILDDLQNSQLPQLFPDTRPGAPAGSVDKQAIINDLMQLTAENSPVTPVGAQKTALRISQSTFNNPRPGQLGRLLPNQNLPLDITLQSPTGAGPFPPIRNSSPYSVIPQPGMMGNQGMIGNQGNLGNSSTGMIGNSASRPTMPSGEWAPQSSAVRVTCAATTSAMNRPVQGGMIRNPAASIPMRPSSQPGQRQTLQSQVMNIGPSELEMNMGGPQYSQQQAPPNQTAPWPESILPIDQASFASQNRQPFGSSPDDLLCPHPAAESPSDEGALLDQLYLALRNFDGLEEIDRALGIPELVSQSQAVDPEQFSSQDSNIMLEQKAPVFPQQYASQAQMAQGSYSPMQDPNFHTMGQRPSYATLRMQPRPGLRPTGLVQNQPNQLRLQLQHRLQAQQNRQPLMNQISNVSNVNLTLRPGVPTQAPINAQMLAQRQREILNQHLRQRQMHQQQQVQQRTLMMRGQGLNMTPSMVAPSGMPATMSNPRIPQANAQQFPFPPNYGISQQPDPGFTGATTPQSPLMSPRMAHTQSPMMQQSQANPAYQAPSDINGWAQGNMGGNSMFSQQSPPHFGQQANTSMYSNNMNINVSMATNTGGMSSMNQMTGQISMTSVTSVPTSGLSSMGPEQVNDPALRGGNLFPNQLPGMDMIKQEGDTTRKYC
# C8 TRAIL sens = sensitizes caspase-8 expressing cells to TRAIL; NB7+C8 cells + TRAIL, ATPlite viability luminescence; inhibition (viability loss, TRAIL sensitization), % at 10 µM; actives 1% (n = 360,000); AID 624354;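 active means compounds causing at least 50% loss of cell viability in the single-dose screen, relative to plate controls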
# EBV LMP1 NFkB = Epstein-Barr LMP1 NF-kappaB reporter inhibition; inhibition, % at 12.5 µM; AID 504558; LMP1-induced NF-kappaB luciferase reporter cells, luminescence; actives 0.69% (n = 350,000); in the data active means inhibition above about 41%;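 further: 0% = neutral control wells and 100% = reference inhibitor control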
# TWEAK-Fn14 inh = inhibitors of TWEAK-Fn14 interaction signaling | TWEAK-stimulated Fn14 reporter cells, luciferase luminescence, 8 h | inhibition, % at 10 µM | actives 2% (n = 360,000); in the data active means inhibition above about 50%
# The depositor's hits bear a star; . = no result given.
1	COCc1ccc(C(=O)N(C)CC2CCCN(CCc3ccc(Cl)cc3)C2)o1 (centres undefined)
2	O=C(c1cc(F)c(F)cc1Cl)N1CCOCC1
3	CCCC(C)c1nnc(NC(=O)C2CC(=O)N(c3ccc(OCC)cc3)C2)s1 (centres undefined)
4	CCO[C@H]1OC(C(=O)N2CCCCCCC2)=C[C@@H](c2coc3ccccc3c2=O)[C@@H]1CCCO
5	CN(C)S(=O)(=O)c1cccc(NC(=S)N/N=C/c2cc(Br)ccc2O)c1
6	CC(C)CC(=O)/C(=C\c1ccc(Cl)cc1Cl)n1cncn1
7	CCN(CC(=O)Nc1ccc2c(c1)OCCO2)S(=O)(=O)c1ccc(C)cc1
8	COc1cccc(N2CCN(C(=O)/C=C/c3ccco3)CC2)c1
Assay by compound	1	2	3	4	5	6	7	8
SRC3 inh	12	19	19	-10	34	71*	1	-2
SRC1 inh	16	-2	6	-2	24	47	-5	-4
COUP-TFII inh	11	-7	-10	-9	-10	.	-1	-8
TROY NFkB inh	-4	12	7	-5	22	74*	-9	-7
CF NFkB block	18	6	12	-8	6	86*	12	3
KKLEB cytotox	3	2	-6	9	4	-81*	-1	9
LRH-1 inv ag	-17	-9	-7	-23	4	27	3	-3
SRC2 inh	15	-16	23	1	38	.	7	-2
C8 TRAIL sens	31	-7	-13	-1	0	64*	9	2
EBV LMP1 NFkB	1	5	5	14	49*	8	-6	-2
TWEAK-Fn14 inh	1	-2	11	-17	35	106*	11	12

9	CN(NC(=O)Nc1ccccc1)c1cnn(C)c(=O)c1Cl
10	Cc1cccc(C(=O)Nc2nc(C)c(C(=O)Nc3ccc4c(c3)CCC4)s2)c1
11	N#C/C(C(=O)NCCc1ccccc1)=C1/N=C(NC(=O)c2cccs2)c2ccccc21
12	O=C(NCc1ccco1)C(c1ccco1)N(C(=O)Cn1nnc2ccccc21)c1ccc2c(c1)CCC2 (centres undefined)
13	COc1cc2c(c(OC)c1OC)-c1ccc(NC(=O)c3ccc(F)cc3)c(=O)cc1[C@@H](NC(C)=O)CC2
14	Cc1cc(C)n(-c2nncn2/N=C/c2ccccc2F)n1
15	O=C(O)CSCc1ccc(C(=O)O)o1
16	O=C(CCCC(=O)OCC(=O)NC1CCCC1)Nc1ccccn1
Assay by compound	9	10	11	12	13	14	15	16
SRC3 inh	-34	-70	7	15	16	-11	-1	14
SRC1 inh	-10	-84	-3	6	2	-15	-6	-12
COUP-TFII inh	-22	-17	6	6	4	11	-10	12
TROY NFkB inh	3	8	4	-18	10	3	1	-8
CF NFkB block	-3	24	-7	0	16	-10	3	1
KKLEB cytotox	0	-6	-19	19	-6	6	-2	-5
LRH-1 inv ag	6	-133	-27	1	-10	4	-16	-12
SRC2 inh	-31	-38	-22	5	-17	-21	-14	19
C8 TRAIL sens	-11	-43	-20	-3	34	7	0	6
EBV LMP1 NFkB	3	20	6	-2	5	0	-9	-4
TWEAK-Fn14 inh	7	52*	-16	12	-2	5	-4	0

17	COc1ccc(-c2csc(NC(=O)c3c(C)noc3C)n2)cc1OC
18	CN(C)S(=O)(=O)c1ccc(C(=O)Nc2ccnn2C2CCCCC2)cc1
19	C=CCn1c(SCc2ccc(C(=O)NCCO)cc2)nc2sc(C)c(C)c2c1=O
20	O=C(CN1C(=O)C2C3C=CC(C4CC34)C2C1=O)Oc1ccccc1 (centres undefined)
21	CN(CCC1CCOCC1)C(=O)C1CCC(=O)N(CCc2cccc(F)c2)C1 (centres undefined)
22	Cc1cc2nc(C)n(CCCNC(=O)Nc3ccc(C#N)cc3)c2cc1C
23	c1cc2nnnn2nc1N1CCCCCC1
24	COc1ccc(C)cc1S(=O)(=O)N(C)CC(=O)NC1CC1
Assay by compound	17	18	19	20	21	22	23	24
SRC3 inh	-10	5	-3	2	-7	-7	22	0
SRC1 inh	-15	-6	-8	-1	-8	-10	15	8
COUP-TFII inh	10	9	-3	-3	-9	9	-15	-7
TROY NFkB inh	19	26	18	-23	-11	15	9	2
CF NFkB block	-15	-6	8	6	3	-2	1	-6
KKLEB cytotox	-6	0	8	-9	-13	-29	-8	11
LRH-1 inv ag	14	21	9	6	2	-3	10	-5
SRC2 inh	15	-27	-6	-9	12	2	-16	-23
C8 TRAIL sens	-3	3	-6	-10	-16	0	-7	-17
EBV LMP1 NFkB	9	2	0	-3	-6	-1	-6	7
TWEAK-Fn14 inh	35	15	11	-3	-6	17	-13	-12

# By substructure, the entries above with a furan ring, fused or not (four)
1	COCc1ccc(C(=O)N(C)CC2CCCN(CCc3ccc(Cl)cc3)C2)o1 (centres undefined)
8	COc1cccc(N2CCN(C(=O)/C=C/c3ccco3)CC2)c1
12	O=C(NCc1ccco1)C(c1ccco1)N(C(=O)Cn1nnc2ccccc21)c1ccc2c(c1)CCC2 (centres undefined)
15	O=C(O)CSCc1ccc(C(=O)O)o1
Assay by compound	1	8	12	15
SRC3 inh	12	-2	15	-1
SRC1 inh	16	-4	6	-6
COUP-TFII inh	11	-8	6	-10
TROY NFkB inh	-4	-7	-18	1
CF NFkB block	18	3	0	3
KKLEB cytotox	3	9	19	-2
LRH-1 inv ag	-17	-3	1	-16
SRC2 inh	15	-2	5	-14
C8 TRAIL sens	31	2	-3	0
EBV LMP1 NFkB	1	-2	-2	-9
TWEAK-Fn14 inh	1	12	12	-4

# Following part.
25	CC(C)CCNC(=O)C1CC(c2cccc([N+](=O)[O-])c2)=NO1 (centres undefined)
26	CCCC(C(=O)NC1CCCC1)N(C(=O)Cn1nnc(-c2ccc(C)o2)n1)c1cccc(O)c1 (centres undefined)
27	COc1ccc(S(=O)(=O)Nc2ccccc2C(=O)N2CCOCC2)cc1F
28	NS(=O)(=O)c1ccc(NC(=O)c2cc(-c3ccccc3O)n[nH]2)cc1
29	COc1ccc(-c2nc(CSCC(=O)NCCC3=CCCCC3)c(C)o2)cc1OC
30	CCN1CCN(c2cc(C)c3cc(NC(=O)CCC(=O)Nc4ccc(OC)cc4OC)ccc3n2)CC1
31	CC(C)n1cc(/C=C/c2cc[n+](C)cc2)c2ccccc21
32	Cc1cc(C)c(S(=O)(=O)N2CCOC2CNC(=O)C(=O)NCCCN2CCOCC2)c(C)c1 (centres undefined)
Assay by compound	25	26	27	28	29	30	31	32
SRC3 inh	-10	4	11	4	3	-16	35	3
SRC1 inh	-7	-18	6	-4	-14	-22	31	-1
COUP-TFII inh	-16	1	-8	-2	1	12	34	0
TROY NFkB inh	-4	-5	-12	-14	-1	-11	19	14
CF NFkB block	-19	-12	3	2	6	-18	-78	-2
KKLEB cytotox	2	0	-2	4	-2	4	5	-5
LRH-1 inv ag	-12	5	-5	-3	5	4	42	15
SRC2 inh	-1	-13	-28	-37	-26	-24	-6	-18
C8 TRAIL sens	10	-24	15	22	-10	5	14	11
EBV LMP1 NFkB	-2	-2	0	-1	0	-11	20	0
TWEAK-Fn14 inh	-2	14	-13	-3	-38	4	5	17

33	CC1(C)Cc2ccccc2-c2nc3ccccc3c(=O)n21
34	CC1=CN2C(=N)/C(=C/c3cn(CCCOc4ccccc4C)c4ccccc34)C(=O)N=C2S1
35	CCc1nnc(NC(=O)CCC(=O)N2CCN(Cc3ccc(OC)c(F)c3)CC2)s1
36	COC(=O)C1=C(C)N(CCc2ccc(OC)c(OC)c2)C(=O)/C1=C\N(C)C
37	CCOC(=O)N1CCC(NC(=O)C2CCN(C(=O)N3CC(C)Oc4ccc(C)cc43)CC2)CC1 (centres undefined)
38	COc1ccc(S(=O)(=O)N2CCN(CC(=O)c3[nH]c(C)c(C(C)=O)c3C)CC2)cc1OC
39	O=C/C(=C\Nc1ccccn1)c1nc2ccccc2o1
40	COc1c(C(=O)Nc2ccc(CN3CCOCC3)cc2)cc2ccccc2c1Br
Assay by compound	33	34	35	36	37	38	39	40
SRC3 inh	2	-19	-9	6	9	-7	-15	5
SRC1 inh	20	-35	-20	-22	1	6	-27	11
COUP-TFII inh	-17	-33	18	6	6	-16	11	10
TROY NFkB inh	-2	-1	3	1	4	-9	21	18
CF NFkB block	7	9	11	0	-5	-20	-5	20
KKLEB cytotox	-7	-7	4	8	1	14	0	-4
LRH-1 inv ag	2	-46	7	5	17	-5	-17	10
SRC2 inh	10	-49	-10	12	-3	2	5	20
C8 TRAIL sens	-1	29	-10	-18	-7	2	-6	25
EBV LMP1 NFkB	0	-19	3	-7	5	-4	-27	-6
TWEAK-Fn14 inh	20	0	3	0	8	3	1	13

41	CN(C)C(=O)C(OC(=O)c1ccc2c(c1)CCCC2)c1ccccc1 (centres undefined)
42	COCCNC(=O)C(=O)NCC1OCCN1S(=O)(=O)c1ccc(F)cc1 (centres undefined)
43	Cc1cccc(C)c1OCc1nnc(SCC(=O)NCc2ccccc2)o1
44	O=C(NC1CC1)C1=C[C@@H](C2CC2)C[C@@H](OCCCCO)O1
45	CC(C)OCc1c(C(=O)Nc2nccs2)oc2ccccc12
46	Cc1ccc(Cn2c(=O)c3c(nc4n3CCCN4Cc3ccccc3)n(C)c2=O)cc1
47	COc1ccc(OCC(O)Cn2c(N)nc3c2c(=O)[nH]c(=O)n3C)cc1 (centres undefined)
48	Cc1cc(Nc2ccc(Br)cc2F)n2nc(C)nc2n1
Assay by compound	41	42	43	44	45	46	47	48
SRC3 inh	-1	-7	2	-2	0	6	-21	-12
SRC1 inh	1	7	-8	-5	-1	3	-24	-3
COUP-TFII inh	14	-3	-8	-5	15	-25	1	4
TROY NFkB inh	-4	-1	13	-15	8	15	-3	9
CF NFkB block	-4	-4	8	-5	5	1	-22	-18
KKLEB cytotox	7	26	-20	2	-1	-6	2	11
LRH-1 inv ag	-5	-9	9	-19	36	10	-14	17
SRC2 inh	-1	-15	-15	21	1	16	-1	11
C8 TRAIL sens	4	-3	-1	-11	-2	1	-8	-7
EBV LMP1 NFkB	-8	-3	3	-2	-12	-5	-8	0
TWEAK-Fn14 inh	9	1	0	0	13	7	5	-6

49	CN(C)c1nc2n(c(=O)n1)CCS2
50	COc1ccc(OCC(=O)Nc2c(C(=O)N(CCN(C)C)Cc3ccco3)oc3ccccc23)cc1
51	O=C(COC(=O)/C=C/c1ccc(F)cc1)Nc1ccc2[nH]c(=O)[nH]c2c1
52	CCC(C)(C)n1nnnc1CN(Cc1ccc(Cl)cc1)Cc1ccco1
53	CCOC(=O)c1c2ccc(OCC(=O)NN)cc2n2ccccc12
54	COc1cc(C2C3=C(CC(C)(C)CC3=O)Nc3ccccc3N2C(C)=O)cc(OC)c1OC (centres undefined)
55	COc1ccc([C@H]2CC(=O)C=C(c3cccc(C(C)C)c3)C2)cc1
56	Cc1cc(C(=O)N2CCN(c3ccc(C(F)(F)F)cn3)CC2)c(C)o1
57	c1cc(-c2n[nH]c(-c3ccncc3)n2)ccn1
Assay by compound	49	50	51	52	53	54	55	56	57
SRC3 inh	0	-12	-9	6	4	7	3	11	0
SRC1 inh	2	-5	9	-3	-17	18	-9	3	16
COUP-TFII inh	-1	-3	-1	10	-1	8	3	20	-1
TROY NFkB inh	3	-14	-14	4	-18	-9	-44	16	0
CF NFkB block	6	15	-20	10	-25	5	8	0	-7
KKLEB cytotox	-5	-16	12	-10	7	-5	4	4	1
LRH-1 inv ag	-14	8	12	22	1	0	-11	-9	8
SRC2 inh	-4	2	10	6	-16	-2	-10	8	29
C8 TRAIL sens	-8	12	0	2	-2	6	0	21	-9
EBV LMP1 NFkB	-6	-12	-3	-19	-6	10	-4	13	0
TWEAK-Fn14 inh	-10	4	15	17	-25	6	-11	-11	6
